# Avidin fluor – compound fluoresces at 488/530 nm on avidin beads | compound fluorescence 488/530 nm, flow cytometry; active compounds read high | fluorescence (KMESF) at 10 µM | 220,000 tested, 0.38% active | AID 1775; in the data active means fluorescence above about 47; further: inactives centre near 10
# Rab7 wt GTP bind – alters GTP binding to wildtype dog Rab7; GST-Rab7 beads, fluorescent GTP binding, flow cytometry; actives lie on both sides; untreated = 100%, excess cold GTP = 0%; GTP binding activity (percent of control), % at 10 µM; 190,000 tested, 0.055% active;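 active means fluorescent GTP binding to Rab7 beads changed by at least 20 points from the 100% baseline, either direction, mostly lower; inconclusive means compound itself probably fluorescent, or too few beads counted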;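 further: median green fluorescence of bound Bodipy-FL-GTP per Rab7 bead population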
# Mcl1 Noxa PPI – Mcl-1/Noxa interaction inhibition; Q07820; TR-FRET Mcl-1/Noxa peptide binding, 2 h; inhibition, % at 21.7 µM; 220,000 tested, 1.5% active;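 active means compounds that cut the protein-peptide binding signal by more than 50% relative to plate controls in a single-dose test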;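 further: His-tagged Mcl-1 with rhodamine Noxa BH3 peptide and terbium anti-His antibody; 0% = Mcl-1 plus Noxa peptide wells and 100% = peptide-only wells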
# ABCB1 block – human ABCB1 inhibition, ABCG2 as counter-screen; inhibition, % at 6.6 µM; 190,000 tested, 0.067% active; AID 1326; CCRF-Adr cells, JC-1 efflux, flow cytometry; in the data active means inhibition above about 40%;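 further: 0% = vehicle and 100% = reference inhibitor; higher value means more JC-1 retained so stronger ABCB1 efflux block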
# Rac1 mut GTP – modulators of GTP binding to human Rac1 activated mutant; P63000; GST-Rac1 activated beads, fluorescent GTP binding, flow cytometry; actives lie on both sides; 100% means binding = to untreated wells; percent activity (GTP binding), % at 10 µM; 190,000 tested, 0.11% active;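 active means GTP binding at least 20 percentage points away from the 100% baseline, in either direction, so actives lie on both sides; inconclusive means Compound likely fluorescent itself, or too few beads counted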
# Pf gametocyte – P. falciparum stage V gametocyte viability inhibition; P. falciparum stage V gametocytes, ATP luminescence, 24 h; AID 743093; inhibition, % at 10.9 µM; 150,000 tested, 0.065% active;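 active means inhibition above the mean plus 3 SD of compounds within the control limits, set per campaign, cut at about 38% in these data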;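 further: 0% = DMSO wells and 100% = medium only without gametocytes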
# HRas wt GTP bind – changes GTP binding to wildtype human HRas. GST-Ras wt beads, Bodipy-FL-GTP binding, flow cytometry; actives lie on both sides. GTP binding activity, % at 10 µM. 190,000 tested, 0.14% active;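 active means GTP binding activity at least 20% away from the 100% baseline, either lowered as inhibitor or raised as activator; inconclusive means flagged as likely green fluorescent, judged across all proteins in the well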;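 further: 0% = unlabeled GTP competition control and 100% = no-compound control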
# Target sequence (P01112 whole entry, looked up): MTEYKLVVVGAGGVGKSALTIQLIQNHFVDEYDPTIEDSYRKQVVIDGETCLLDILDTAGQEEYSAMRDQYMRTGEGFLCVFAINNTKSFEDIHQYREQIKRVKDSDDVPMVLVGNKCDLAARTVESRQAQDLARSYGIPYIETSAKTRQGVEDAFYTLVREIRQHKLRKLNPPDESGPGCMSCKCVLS
# Rab2 wt GTP – changes GTP binding to wildtype dog Rab2A, up or down; GTP binding activity, % at 10 µM; 190,000 tested, 0.19% active; GST-Rab2 wt beads, Bodipy-GTP binding, flow cytometry;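 active means GTP binding activity at least 20 points away from 100%, either lowered or raised; inconclusive means signal likely due to the compound's own green fluorescence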;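 further: 0% = beads with excess unlabeled GTP and 100% = no-compound control corrected for plate trend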
# ABCG2 inh – human ABCG2 inhibition, ABCB1 as counter-screen | Q9UNQ0 | IgMXP3 cells, JC-1 efflux, flow cytometry | inhibition, % at 6.6 µM | 190,000 tested, 0.1% active | AID 1325;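 active means inhibition above 80%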;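 further: 0% = DMSO and 100% = nicardipine control wells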
# Target sequence (Q9UNQ0 whole entry, looked up): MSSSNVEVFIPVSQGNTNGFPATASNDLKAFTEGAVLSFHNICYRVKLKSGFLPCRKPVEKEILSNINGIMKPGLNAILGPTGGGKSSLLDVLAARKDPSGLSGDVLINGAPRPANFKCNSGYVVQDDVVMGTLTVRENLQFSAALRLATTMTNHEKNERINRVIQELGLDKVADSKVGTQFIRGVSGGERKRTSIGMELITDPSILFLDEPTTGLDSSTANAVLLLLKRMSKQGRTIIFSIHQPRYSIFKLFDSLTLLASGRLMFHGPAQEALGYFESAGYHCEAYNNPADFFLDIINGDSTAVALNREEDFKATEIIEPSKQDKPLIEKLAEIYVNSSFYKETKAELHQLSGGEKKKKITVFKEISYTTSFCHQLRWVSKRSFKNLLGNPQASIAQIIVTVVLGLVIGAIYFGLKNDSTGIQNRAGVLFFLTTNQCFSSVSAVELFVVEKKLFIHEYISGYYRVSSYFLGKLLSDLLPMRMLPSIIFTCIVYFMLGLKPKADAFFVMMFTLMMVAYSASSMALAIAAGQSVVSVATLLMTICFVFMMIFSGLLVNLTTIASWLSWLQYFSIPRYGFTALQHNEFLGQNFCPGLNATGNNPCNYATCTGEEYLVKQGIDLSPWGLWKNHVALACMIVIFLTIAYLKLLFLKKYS
#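 test system = two drug-resistant human cell lines, ABCG2 and ABCB1 | amount = 3 million cells/mL final, two lines in 1:1 ratio | reagent = JC-1 transporter substrate | doses = one concentration, 6.6 µM final | incubation = 10 min at 25 °C | signal = flow cytometric JC-1 green MFI at 530 nm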
# Cdc42 wt GTP – modulators (inhibitors or activators) of GTP binding to human Cdc42 wildtype; percent activity (GTP binding), % at 10 µM; GST-Cdc42 beads, Bodipy-GTP binding, flow cytometry; actives lie on both sides; 190,000 tested, 0.2% active; P60953;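 active means percent activity GTP binding at least 20 points away from the 100% baseline, either down as inhibitor or up as activator; inconclusive means compound flagged as likely green fluorescent from well-wide comparison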;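 further: median bead fluorescence of bound Bodipy-FL-GTP at 100 nM; 0% = excess unlabeled GTP control and 100% = no compound control; below 100% means less GTP binding so inhibitor and above means activator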
# Target sequence (P60953 whole entry, looked up): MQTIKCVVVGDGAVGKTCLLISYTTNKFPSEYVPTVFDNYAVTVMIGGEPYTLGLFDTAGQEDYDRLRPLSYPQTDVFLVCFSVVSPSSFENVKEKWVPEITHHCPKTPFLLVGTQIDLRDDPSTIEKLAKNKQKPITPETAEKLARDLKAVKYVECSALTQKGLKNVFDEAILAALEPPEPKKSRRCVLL
# Rac1 wt GTP bind – modulators of human Rac1 wildtype GTP binding. P63000. GST-Rac1 beads, fluorescent GTP binding, flow cytometry; actives lie on both sides; 0 = cold GTP competed, 100 = untreated. GTP binding activity (% of control), % at 10 µM. 190,000 tested, 0.27% active;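 active means GTP binding activity at least 20 points away from the 100% control level, either lower or higher; inconclusive means compound flagged as likely green fluorescent, judged across all proteins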
# Numbers without * were called inactive; ? = inconclusive; . = not tested or not shown.
[1] COc1cccc(CN2CCCC(C(=O)c3ccc4c(c3)OCO4)C2)c1O (stereo not given)
[2] CN(C)C(=O)C[n+]1ccc(/C=N/O)cc1
[3] CC1CN(C(=O)/C=C/c2ccc3c(c2)OCO3)CC(C)O1 (stereo not given)
[4] O=C(O)C1CCCCC1C(=O)Nc1nc(-c2ccc(Cl)s2)cs1 (stereo not given)
[5] O=C(NC1CC1)c1ccc(S(=O)(=O)NCC2CCCCC2)cc1
[6] CC1(C)Nc2ccccc2C(=O)N1NS(=O)(=O)c1ccccc1

compound no.	1	2	3	4	5	6
Avidin fluor	11	3	8	7	32	10
Rab7 wt GTP bind	102	104	99	92	99	104
Mcl1 Noxa PPI	2	-7	-8	71*	4	5
ABCB1 block	0.8	-0.1	0.0	0.5	-0.2	0.5
Rac1 mut GTP	97	100	100	82	97	100
Pf gametocyte	-7	10	.	-1	12	-26
HRas wt GTP bind	99	101	98	84	100	98
Rab2 wt GTP	97	96	97	83	101	98
ABCG2 inh	4	1	0	2	-4	3
Cdc42 wt GTP	95	99	97	82	101	102
Rac1 wt GTP bind	99	105	103	86	104	104

# Reprinted from the part before: 2 compounds, followed by the next part.
[5] O=C(NC1CC1)c1ccc(S(=O)(=O)NCC2CCCCC2)cc1
[6] CC1(C)Nc2ccccc2C(=O)N1NS(=O)(=O)c1ccccc1
[7] O=C1CSC(c2ccco2)N1 (stereo not given)
[8] CCc1c(C)c2cc(Cl)c(O)c(CN(CC)CC)c2oc1=O
[9] CSc1ccc(CN2CCC(C(=O)NCc3ccc(C)cc3)CC2)cc1
[10] COc1cc(/C=C/C(=O)OCC(=O)NCc2ccco2)ccc1OCC#N
[11] CCN(CCO)Cc1csc2cccc(Br)c12
[12] Cc1ccc(NC(=O)CSc2nnc(CCCCCNC(=O)OC(C)(C)C)o2)c(C)c1

compound no.	5	6	7	8	9	10	11	12
Avidin fluor	32	10	13	37	9	10	15	22
Rab7 wt GTP bind	99	104	102	95	101	104	102	98
Mcl1 Noxa PPI	4	5	2	4	29	-3	14	-5
ABCB1 block	-0.2	0.5	3.1	0.5	1.4	-0.2	0.9	2.2
Rac1 mut GTP	97	100	98	97	98	93	95	98
Pf gametocyte	12	-26	-6	.	16	13	16	.
HRas wt GTP bind	100	98	101	97	98	98	99	97
Rab2 wt GTP	101	98	100	94	99	99	101	98
ABCG2 inh	-4	3	22	2	2	1	4	51
Cdc42 wt GTP	101	102	101	98	99	95	99	99
Rac1 wt GTP bind	104	104	104	95	99	94	96	102

[13] O=C(O)CCC(=O)N1CCc2cc(S(=O)(=O)N3CCC(Cc4ccccc4)CC3)ccc21
[14] CCc1ccc(NC(=O)c2noc3c2CCc2ccccc2-3)cc1
[15] CCCCSc1nc(C)cc(SCC(=O)N/N=C/c2cccc(OC)c2O)n1
[16] COC(=O)N/N=C1/C/C(=N\NC(=O)OC)c2ccccc21
[17] CCN(CC(=O)NC(C)(C)C)C(=O)CCl
[18] Cc1cccc(NC2=Nc3ccccc3N3C2=Nc2c(c(C)nn2-c2ccccc2)C3c2ccc(O)c(O)c2)c1 (stereo not given)

compound no.	13	14	15	16	17	18
Avidin fluor	8	6	8	9	17	9
Rab7 wt GTP bind	99	99	94	96	98	96
Mcl1 Noxa PPI	6	11	-20	-7	-5	63*
ABCB1 block	-1.8	0.8	0.3	0.8	-0.1	-0.7
Rac1 mut GTP	93	100	97	89	100	98
Pf gametocyte	.	.	.	.	.	.
HRas wt GTP bind	99	101	96	88	101	98
Rab2 wt GTP	96	103	97	89	102	99
ABCG2 inh	-1	7	3	6	-2	-2
Cdc42 wt GTP	97	101	97	90	99	99
Rac1 wt GTP bind	101	101	100	84	101	99

[19] Nc1nnnn1/N=C/c1ccco1
[20] O=C(Nc1ccncc1)c1ccc2c(c1)C(=O)N(CC1CCCO1)C2=O (stereo not given)
[21] Cc1ccc(S(=O)(=O)N2CCC(C(=O)N(C)C3CCS(=O)(=O)C3)CC2)cc1 (stereo not given)
[22] Cn1c(N2CCOCC2)c(/C=N/OC(=O)c2ccc(F)cc2)c2ccccc21
[23] Cc1ccc([N+](=O)[O-])cc1NC(=O)c1cccs1
[24] CCn1c(C(=O)NCc2cccnc2)cc2sc(Cl)cc21

compound no.	19	20	21	22	23	24
Avidin fluor	17	12	10	6	10	15
Rab7 wt GTP bind	96	99	100	100	95	100
Mcl1 Noxa PPI	-2	14	-5	6	1	-8
ABCB1 block	0.2	0.1	0.3	1.9	0.5	0.7
Rac1 mut GTP	99	97	97	104	95	100
Pf gametocyte	-5	.	.	-26	-7	10
HRas wt GTP bind	98	98	101	106	95	101
Rab2 wt GTP	98	98	100	106	95	101
ABCG2 inh	0	5	1	9	3	9
Cdc42 wt GTP	99	95	100	107	96	101
Rac1 wt GTP bind	103	102	100	106	97	98

[25] CC(=O)c1cccc(NC(=O)Cc2ccc3c(c2)CCCC3)c1
[26] Cc1cccc(NS(=O)(=O)c2c(C)noc2C)c1
[27] Cc1ccc(S(=O)(=O)Nc2c(C)n(C)n(-c3ccccc3)c2=O)cc1C(=O)OCC(=O)N1CCCC(C)C1 (stereo not given)
[28] Cc1ccc(N2CC(C(=O)NC3=NCCS3)CC2=O)cc1C (stereo not given)
[29] CCc1c(C)[nH]n(CCC#N)c1=O
[30] CC(=O)CSc1nsc(SCC(C)=O)c1C#N

compound no.	25	26	27	28	29	30
Avidin fluor	5	.	8	39	13	11
Rab7 wt GTP bind	97	96	104	97	99	97
Mcl1 Noxa PPI	-1	-20	0	13	-2	12
ABCB1 block	0.1	-0.9	-0.7	-0.3	0.8	-0.3
Rac1 mut GTP	99	96	94	99	104	98
Pf gametocyte	.	-17	-65	.	11	9
HRas wt GTP bind	98	97	97	98	102	100
Rab2 wt GTP	99	99	97	95	99	98
ABCG2 inh	0	1	3	-1	3	0
Cdc42 wt GTP	102	95	97	100	104	101
Rac1 wt GTP bind	106	94	96	102	107	103

[31] CC(O)CNC(=S)Nc1ccccc1 (stereo not given)
[32] CCCCN(CCCNC(=O)CN1C(=O)COc2ccccc21)c1ccccc1
[33] Cc1[nH]c2ccccc2c1C(=O)COC(=O)c1ccc2c(=O)n3c(nc2c1)CCC3
[34] COc1ccc(C)cc1NC(=O)CSc1nnc(CC(=O)Nc2cccc(C(F)(F)F)c2)n1C
[35] Cc1cc(O)cc(=O)n1C
[36] CC(=O)c1ccc(C(=O)N2CCCC(C(=O)c3cc(F)ccc3F)C2)s1 (stereo not given)

compound no.	31	32	33	34	35	36
Avidin fluor	13	7	11	37	7	11
Rab7 wt GTP bind	107	98	99	99	104	104
Mcl1 Noxa PPI	8	21	28	20	-2	16
ABCB1 block	-0.1	1.6	-2.0	1.7	-0.1	0.6
Rac1 mut GTP	96	97	93	97	94	94
Pf gametocyte	0	.	-11	.	-15	16
HRas wt GTP bind	101	98	94	100	95	98
Rab2 wt GTP	97	97	93	99	96	97
ABCG2 inh	9	4	-11	8	1	3
Cdc42 wt GTP	102	96	92	102	95	97
Rac1 wt GTP bind	104	97	93	104	93	100

[37] COc1cc(C(=O)NCc2nnc(SCC(=O)N3CCC(C)CC3)o2)cc(OC)c1OC
[38] COc1ccc(NC(=S)N2CCCC2)c(OC)c1
[39] Cc1noc(C)c1C(=O)OCC(=O)C12CC3CC(CC(C3)C1)C2
[40] Cc1ccc(Oc2nc3ccccc3n3c(C)nnc23)cc1
[41] O=C1N/C(=C/c2ccc(Br)cc2)C(O)=C1C=NCc1ccccc1
[42] O=C(c1cc2nc(-c3cccs3)cc(C(F)(F)Cl)n2n1)N1CCCc2ccccc21

compound no.	37	38	39	40	41	42
Avidin fluor	9	8	12	5	12	11
Rab7 wt GTP bind	101	102	103	100	98	89
Mcl1 Noxa PPI	2	-5	17	1	23	.
ABCB1 block	0.4	0.7	0.4	1.0	-0.2	-1.4
Rac1 mut GTP	100	99	95	96	100	88
Pf gametocyte	.	-8	.	.	.	.
HRas wt GTP bind	101	101	100	96	99	89
Rab2 wt GTP	101	98	103	96	101	84
ABCG2 inh	4	1	1	9	10	-5
Cdc42 wt GTP	99	98	100	95	99	90
Rac1 wt GTP bind	97	103	102	96	103	87

[43] CC(=O)c1ccc(N2CCN(C(=O)c3n[nH]c4ccccc34)CC2)cc1
[44] CN1CCN(S(=O)(=O)c2ccc(C(=O)Nc3ccccc3)cc2)CC1
[45] CCOCCCNC(=O)c1ccc(OC)cc1
[46] O=C(O)c1ccc(CSc2nnc(-c3ccncc3)n2CC2CCCO2)cc1 (stereo not given)
[47] Cc1c(NC(=O)C2CC(c3ccc(F)cc3)=NO2)c(=O)n(-c2ccccc2)n1C (stereo not given)
[48] CN(Cc1ccc(-n2cccn2)cc1)Cc1nc(-c2cnccn2)no1

compound no.	43	44	45	46	47	48
Avidin fluor	12	9	3	10	8	7
Rab7 wt GTP bind	98	97	101	101	101	?
Mcl1 Noxa PPI	11	-4	16	-8	7	-4
ABCB1 block	1.1	0.6	-0.6	0.2	-0.1	1.2
Rac1 mut GTP	96	95	100	104	102	?
Pf gametocyte	15	-9	7	.	.	-6
HRas wt GTP bind	98	97	102	105	102	?
Rab2 wt GTP	96	94	105	105	99	?
ABCG2 inh	11	2	4	1	-1	7
Cdc42 wt GTP	95	96	102	106	102	?
Rac1 wt GTP bind	99	97	106	103	109	?

[49] COc1ccc(OC)c(S(=O)(=O)NCCOC23CC4CC(CC(C4)C2)C3)c1
[50] COc1cc(OC)cc(C(=O)NC(=S)NNC(=O)c2cnccn2)c1
[51] COc1ccc(-c2nc(-n3c(C)c(C(C)=O)c(C(C)=O)c3C)sc2C)cc1OC
[52] O=C(CSC1=NCCS1)Nc1ccccc1F
[53] CCOC(=O)N1CCN(C/C(C)=C/c2ccccc2)CC1
[54] O=C(COC(=O)C1CCCN1C(=O)c1cccs1)Nc1ccc2c(c1)OCO2 (stereo not given)
[55] CC(=O)c1ccccc1NC(=O)Cn1c(=O)cnc2ccccc21
[56] O=C(c1ccc(CNS(=O)(=O)c2ccc(Br)cc2)cc1)N1CCCC1

compound no.	49	50	51	52	53	54	55	56
Avidin fluor	4	11	12	41	8	6	7	6
Rab7 wt GTP bind	98	101	102	98	98	102	101	96
Mcl1 Noxa PPI	-22	-37	16	12	34	18	5	4
ABCB1 block	0.5	-0.3	0.7	0.4	0.1	0.0	1.0	1.9
Rac1 mut GTP	98	101	96	99	97	102	98	97
Pf gametocyte	-2	7	-6	.	-18	.	-8	.
HRas wt GTP bind	99	102	100	99	98	102	101	97
Rab2 wt GTP	100	100	100	101	99	102	99	95
ABCG2 inh	2	-1	2	1	0	2	0	4
Cdc42 wt GTP	101	102	101	103	94	103	102	96
Rac1 wt GTP bind	104	103	100	102	95	104	102	97

# Screening results as filed in PubChem.
